CHRM4 antagonist = CHRM4 antagonism in calcium assay | P08173 | CHO-hM4 cells, ACh EC80, Fluo-8 calcium fluorescence | inhibition, % at 3 µM | 360,000 compounds, 0.73% hits | AID 624125;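 active = inhibition above its plate's cutoff, the mean inhibition of sample wells plus 3 SD, cut at about 27% in these data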;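 also: 0% = acetylcholine EC80 with DMSO and 100% = DMSO without agonist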
M1 PAM = potentiates human M1 receptor response to acetylcholine; CHO-K1 hM1, Fluo-8 calcium fluorescence, ACh EC20; 0% = ACh EC20, 100% = maximal ACh; activation, % at 3 µM; 360,000 compounds, 0.088% hits; AID 588819; in the data active = activation above about 19%, passing the limit was not always enough
Target sequence (P11229 whole entry, looked up): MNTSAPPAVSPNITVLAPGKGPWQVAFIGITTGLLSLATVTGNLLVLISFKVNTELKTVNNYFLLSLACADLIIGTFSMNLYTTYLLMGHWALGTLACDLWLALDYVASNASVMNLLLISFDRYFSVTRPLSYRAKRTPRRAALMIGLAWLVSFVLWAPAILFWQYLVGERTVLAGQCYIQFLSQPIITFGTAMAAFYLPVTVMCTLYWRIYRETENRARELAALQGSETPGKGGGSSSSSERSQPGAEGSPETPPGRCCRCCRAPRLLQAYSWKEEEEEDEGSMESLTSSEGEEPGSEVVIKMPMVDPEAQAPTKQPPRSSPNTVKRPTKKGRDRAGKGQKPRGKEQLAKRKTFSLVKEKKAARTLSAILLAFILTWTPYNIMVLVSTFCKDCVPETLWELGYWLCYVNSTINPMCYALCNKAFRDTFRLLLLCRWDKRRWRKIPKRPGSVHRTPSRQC
CHRM5 antagonist = CHRM5 antagonism in calcium assay. P08912. 360,000 compounds, 0.59% hits. CHO-hM5 cells, Fluo-8 calcium fluorescence, ACh EC80. inhibition, % at 3 µM;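 active = inhibition above a per-plate cutoff, the mean of that plate's test compounds plus 3 SD, cut at about 27% in these data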;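 also: 0% = acetylcholine EC80 with DMSO and 100% = DMSO without agonist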
Target sequence (P08912 whole entry, looked up): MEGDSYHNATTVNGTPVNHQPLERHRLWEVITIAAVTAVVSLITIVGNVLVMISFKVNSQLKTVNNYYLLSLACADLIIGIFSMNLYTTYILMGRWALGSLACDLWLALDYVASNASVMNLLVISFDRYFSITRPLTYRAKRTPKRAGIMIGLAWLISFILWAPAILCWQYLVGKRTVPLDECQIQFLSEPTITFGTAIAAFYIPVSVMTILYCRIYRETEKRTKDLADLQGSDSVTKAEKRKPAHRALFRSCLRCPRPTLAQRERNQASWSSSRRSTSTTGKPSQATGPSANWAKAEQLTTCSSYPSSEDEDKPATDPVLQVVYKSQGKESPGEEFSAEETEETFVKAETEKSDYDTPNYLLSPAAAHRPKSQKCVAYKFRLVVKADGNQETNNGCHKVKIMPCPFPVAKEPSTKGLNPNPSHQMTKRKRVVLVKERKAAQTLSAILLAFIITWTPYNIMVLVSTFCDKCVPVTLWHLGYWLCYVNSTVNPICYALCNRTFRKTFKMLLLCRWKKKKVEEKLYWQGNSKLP
M5 PAM = CHRM5 positive allosteric modulation | activation, % at 3 µM | AID 624038 | P08912 | CHO-K1 hM5, Fluo-8 calcium, ACh EC20 PAM; 0% = ACh EC20, 100% = ACh EC100 | 360,000 compounds, 0.3% hits;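 active = activation above the run cutoff, the mean activation of all test compounds plus 3 SD, cut at about 18% in these data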
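system = human M5 receptor in CHO-K1 cells | reagent = EC20 acetylcholine as agonist stimulus | compound dosing = single-point, 3 µM nominal | incubation = Fluo-8 loading 80 min at 37 °C plus 30 min room temperature | detection = Fluo-8 calcium dye fluorescence, kinetic read | benchmarks = low control EC20 acetylcholine (0%), high control EC100 acetylcholine (100%)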
M4 ag = CHRM4 agonism in calcium assay. CHO-K1 hM4/Gqi5, Fluo-8 calcium fluorescence; vehicle 0%, full acetylcholine response 100%. activation, % at 3 µM. P08173. 360,000 compounds, 0.14% hits;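 active = activation above the run mean over all test wells plus 3 SD, cut at about 32% in these data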;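 also: peak over basal fluorescence ratio per well then scaled between controls; 0% = DMSO wells and 100% = acetylcholine at EC100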
CHRM4 PAM = positive allosteric modulators of human muscarinic M4 receptor | P08173 | activation, % at 3 µM | CHO-K1 hM4/Gqi5, Fluo-8 calcium fluorescence, ACh EC20; 0% = ACh EC20, 100% = maximal ACh | AID 624126 | 360,000 compounds, 0.4% hits;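 active = activation above its plate's cutoff, the mean activation of sample wells plus 3 SD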; also: some results filed as inactive read as strong as hits
CRFBP-R2 agonist = CRF-BP/CRF-R2 complex agonism. HEK293 CRF-R2/CRF-BP, calcium dye fluorescence (FLIPR); percent of saturating CRF peptide response. 350,000 compounds, 0.46% hits. activation, % at 13.2 µM;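 active = activation of at least 50%, plus an integration ratio under a set limit after plate pattern correction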;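 also: plate controls were neutral control wells without compound for no effect and CRF at EC100 for full effect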
CRFBP-R2 block = antagonists of CRF-binding protein/CRF-R2 receptor complex; HEK293 CRF-R2/CRF-BP, CRF-induced calcium fluorescence; inhibition, % at 11.8 µM; 350,000 compounds, 0.59% hits;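 active = inhibition of the ligand-induced calcium signal above about 50% at the single tested concentration, limit read from the data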
CHRM5 agonist = CHRM5 agonism in calcium assay; activation, % at 3 µM; P08912; 360,000 compounds, 0.19% hits; CHO-K1 hM5 cells, Fluo-8 calcium fluorescence; 0% DMSO wells, 100% maximal acetylcholine response; AID 624037;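 active = activation above the run's mean over test compounds plus 3 SD, cut at about 23% in these data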;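 also: signal is peak over basal fluorescence ratio across the kinetic read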
* marks the source's active call; other numbers are inactive results; nt = no result given.

Every second line gives: CHRM4 antagonist | M1 PAM | CHRM5 antagonist | M5 PAM | M4 ag | CHRM4 PAM | CRFBP-R2 agonist | CRFBP-R2 block | CHRM5 agonist
CC(=O)Nc1c2c(nn1-c1ccccc1)CSC2
  2 | 6 | -4 | 3 | 1 | 4 | 0.2 | 1 | -3
c1ccc(-c2noc(-c3cccc4ccccc34)n2)cc1
  -10 | 6 | 4 | 8 | 0 | 16* | 4.5 | -5 | -1
CC/C(=N\NC(=O)CNC(=O)/C=C/c1ccc(OC)cc1)c1ccccc1
  -11 | 0 | 9 | 5 | 6 | -1 | 1.4 | -6 | -1
O=C(c1ccccc1/S(=N/S(=O)(=O)c1ccccc1)N1CCOCC1)N1CCOCC1 (configuration not stated)
  -4 | 15 | -3 | 1 | 0 | -2 | 0.2 | -2 | 2
O=c1c2c([nH]n1-c1ccccc1)C[C@@H](C1CCCCC1)O[C@H]2c1ccc(F)cc1
  2 | nt | 10 | -12 | 0 | -4 | nt | nt | 0
O=C(NCC1COCCO1)c1ccc(OC2CCN(CCc3ccccc3)CC2)cc1 (configuration not stated)
  -1 | -2 | 7 | -1 | 5 | -4 | 4.1 | 16 | -8
Cc1ccc(CNC(=O)CC(NC(=O)c2ccccc2)c2ccccc2)cc1 (configuration not stated)
  5 | 1 | 2 | -3 | 4 | 2 | -0.6 | 7 | 5
Cc1nc2cc(NC(=O)COc3ccccc3C#N)ccc2n1-c1ccccc1
  0 | -3 | 10 | -10 | 6 | -9 | 0.2 | -3 | -1
CCC1CO/C(=C(\C(Cl)=C(Cl)Cl)[N+](=O)[O-])N1 (configuration not stated)
  3 | -5 | 2 | 6 | 0 | -1 | -2.7 | -11 | -9
COc1ccc(C(=S)N2CCN(c3cccc(Cl)c3)CC2)c(OC)c1
  -1 | -2 | 9 | -6 | 1 | -8 | -0.9 | 7 | -2
Cc1ccc(C(=O)C2C(=O)c3ccccc3C2=O)cc1
  -10 | 15 | -2 | 5 | 1 | 6 | -1.0 | 26 | 1
COCCNC(=O)CCCn1c(=O)c2cc(OC)c(OC)cc2n(CC(=O)c2cccc(OC)c2)c1=O
  -5 | 10 | 0 | 0 | 1 | 3 | -1.9 | 20 | 2
O=C(NCC(=O)N(Cc1cccs1)C(C(=O)NC1CCCC1)c1ccncc1)c1ccco1 (configuration not stated)
  2 | -4 | 10 | -6 | 1 | 6 | 1.3 | -7 | -10
CCOc1cc(C)c(S(=O)(=O)N2CCCC2)cc1C
  -13 | 1 | 3 | 1 | 0 | 3 | -1.4 | 29 | -7
C[C@@H]1CN([C@H](C)CO)C(=O)c2cc(Br)cnc2O[C@H]1CN(C)C(=O)Nc1ccccc1F
  -12 | 5 | 3 | -4 | 1 | 9 | -1.6 | -2 | 1
Oc1c(N=NC(=S)Nc2ccccc2F)c2ccccc2n1Cc1ccccc1Cl
  0 | 4 | 7 | 0 | 0 | -6 | -0.8 | 5 | 2
COc1ccc(C(=O)NCCCOC(C)C)cc1OC1CCN(C(C)=O)CC1
  3 | 2 | 0 | -1 | 1 | -3 | -0.1 | 1 | -3
COC(=O)c1ccc(Cn2nc(C)c(Br)c2C)cc1
  -3 | 2 | -11 | 3 | 0 | 5 | -4.0 | 28 | -7
O=C(NCCCc1nc2ccccc2[nH]1)c1ccc(F)cc1
  1 | 1 | 17 | -4 | 0 | 7 | -1.1 | -22 | -2
COCCn1cc(C(=S)N2CCCCC2)c2ccccc21
  -2 | 11 | 10 | -4 | -2 | 6 | 0.2 | 3 | -3
O=C(COC(=O)C12CC3CC(CC(O)(C3)C1)C2)Nc1ccc(OC(F)F)cc1
  3 | 5 | 6 | -6 | 2 | -2 | 0.8 | -12 | 0
COc1cc(CCC(=O)OCC(=O)Nc2c(C)cccc2C(C)C)cc(OC)c1OC
  -4 | 13 | -7 | 7 | 9 | 7 | 0.1 | -3 | 4
COc1cc(OC)c(NS(=O)(=O)c2coc(C(N)=O)c2)cc1Cl
  -3 | -6 | -1 | -4 | 1 | 3 | -3.1 | 6 | 2
C=CCNC(=O)/C(C#N)=C/c1c(N2CCCCCC2)nc2ccccn2c1=O
  0 | -3 | 7 | -9 | 9 | -7 | -0.6 | 0 | 1
CS(=O)(=O)N(Cc1ccc(C(=O)NN=C2CCCC2)cc1)c1ccccc1
  -1 | -2 | 3 | -2 | 1 | 3 | 2.6 | 17 | 0
CCCn1c(SCC(=O)N2CCc3ccccc3C2)nc(O)cc1=O
  -6 | 0 | 4 | 0 | 0 | 6 | -0.7 | -1 | 1
COc1ccc(/C=C/C(=O)OCC(=O)NC2CCCC2)cc1OC
  -12 | 0 | -1 | 0 | 1 | 4 | -1.1 | 15 | 2
Cc1cc(N/N=C/c2ccc(O)c(C)c2O)nc(-c2ccccc2O)n1
  21 | -9 | 16 | -21 | 22 | -26 | -0.1 | -3 | 5
COC(=O)Cn1cc(/C=N/NC(=O)c2ccc(C#N)cc2F)c2ccccc21
  7 | 3 | -2 | -5 | 1 | 5 | 1.9 | -5 | -3
O=C(COC(=O)c1cc(S(=O)(=O)N2CCOCC2)ccc1Cl)NCc1ccco1
  1 | 6 | -3 | 8 | 2 | 4 | -0.6 | 5 | 4
CC1(C)C(=O)OC(c2cc(Br)ccc2O)C(C)(C)C1=O (configuration not stated)
  -3 | 4 | 6 | -7 | 6 | -8 | -3.4 | 29 | -2
Cc1noc(C)c1S(=O)(=O)N1CCC(Cc2ccccc2)CC1
  -5 | -2 | 1 | 2 | 0 | 7 | 3.1 | 19 | -5
CCOc1ccc(NC(=S)NCCCN2CCOCC2)cc1
  4 | 12 | -8 | 2 | 1 | 1 | -0.2 | 2 | -3
Cc1ccc(-c2nnn(CC(=O)N(Cc3ccccc3)C(C(=O)NC3CCCC3)c3ccncc3)n2)o1 (configuration not stated)
  -15 | -5 | -6 | -4 | 1 | 14 | -1.4 | -4 | -7
COC(=O)[C@H]1C[C@H]2[C@@H]3CC[C@H]4C[C@@H](OC)CC[C@]4(C)[C@H]3CC[C@]2(C)[C@@]2(CCCO2)O1
  -15 | 9 | -3 | 1 | 1 | 4 | 4.7 | -11 | -1
Cc1ccc(C(=O)NCCN2CCN(C(=O)c3ccc(C)c(C)c3)CC2)cc1C
  -7 | 0 | 22 | -11 | 2 | -3 | -0.1 | 12 | -6
O=C(CNC(=O)c1ccccc1F)OCc1nc2ccccc2s1
  -3 | 5 | 5 | 0 | 1 | 15 | -1.3 | 5 | 4
O=C(CCn1c(=O)oc2ccc(Cl)cc21)NCCCN1CCOCC1
  -17 | 6 | -1 | 1 | 0 | 9 | 1.6 | 6 | -5
COc1ccc(OCC(O)CN2CCN(c3ccc(Cl)cc3)CC2)cc1 (configuration not stated)
  2 | -3 | 4 | -4 | 5 | -6 | -1.7 | -3 | 0
CCOC(=O)c1ccc(N2C(=O)CC(N3CCC(C(=O)OCC)CC3)C2=O)cc1 (configuration not stated)
  0 | 3 | 0 | 2 | 1 | -1 | 2.2 | 10 | 5

In another format: results already given.
CHRM4 antagonist	M1 PAM	CHRM5 antagonist	M5 PAM	M4 ag	CHRM4 PAM	CRFBP-R2 agonist	CRFBP-R2 block	CHRM5 agonist	smiles
2	6	-4	3	1	4	0.2	1	-3	CC(=O)Nc1c2c(nn1-c1ccccc1)CSC2
-10	6	4	8	0	16*	4.5	-5	-1	c1ccc(-c2noc(-c3cccc4ccccc34)n2)cc1
-11	0	9	5	6	-1	1.4	-6	-1	CC/C(=N\NC(=O)CNC(=O)/C=C/c1ccc(OC)cc1)c1ccccc1
-4	15	-3	1	0	-2	0.2	-2	2	O=C(c1ccccc1/S(=N/S(=O)(=O)c1ccccc1)N1CCOCC1)N1CCOCC1 (configuration not stated)
2	nt	10	-12	0	-4	nt	nt	0	O=c1c2c([nH]n1-c1ccccc1)C[C@@H](C1CCCCC1)O[C@H]2c1ccc(F)cc1
-1	-2	7	-1	5	-4	4.1	16	-8	O=C(NCC1COCCO1)c1ccc(OC2CCN(CCc3ccccc3)CC2)cc1 (configuration not stated)
5	1	2	-3	4	2	-0.6	7	5	Cc1ccc(CNC(=O)CC(NC(=O)c2ccccc2)c2ccccc2)cc1 (configuration not stated)
0	-3	10	-10	6	-9	0.2	-3	-1	Cc1nc2cc(NC(=O)COc3ccccc3C#N)ccc2n1-c1ccccc1
3	-5	2	6	0	-1	-2.7	-11	-9	CCC1CO/C(=C(\C(Cl)=C(Cl)Cl)[N+](=O)[O-])N1 (configuration not stated)
-1	-2	9	-6	1	-8	-0.9	7	-2	COc1ccc(C(=S)N2CCN(c3cccc(Cl)c3)CC2)c(OC)c1
-10	15	-2	5	1	6	-1.0	26	1	Cc1ccc(C(=O)C2C(=O)c3ccccc3C2=O)cc1

The list goes on:
Every second line gives: CHRM4 antagonist | M1 PAM | CHRM5 antagonist | M5 PAM | M4 ag | CHRM4 PAM | CRFBP-R2 agonist | CRFBP-R2 block | CHRM5 agonist
O=C(NCc1ccco1)/C(=C/c1ccc(Br)cc1)NC(=O)c1ccco1
  -3 | -4 | -8 | -1 | 0 | -7 | 0.0 | 4 | -1
CCOc1cc(C2NC(=O)NC(O)(C(F)(F)F)C2C(=O)c2ccccc2)ccc1OC (configuration not stated)
  4 | 14 | -10 | 2 | 1 | 15 | -0.7 | -3 | 4
COc1ccc(OCC(=O)Nc2ccc3c(c2)n(C)c(=O)n3C)cc1
  -5 | 7 | -2 | 13 | 2 | -1 | -7.3 | -14 | -2
Cc1ccc(S(=O)(=O)c2nnn3c2nc(N2CCN(c4ccccn4)CC2)c2ccccc23)cc1
  -6 | 6 | 4 | -4 | 3 | 1 | -0.2 | 6 | -2

Record cards, as listed above. Screens in order: CHRM4 antagonist | M1 PAM | CHRM5 antagonist | M5 PAM | M4 ag | CHRM4 PAM | CRFBP-R2 agonist | CRFBP-R2 block | CHRM5 agonist
`CCOc1cc(C2NC(=O)NC(O)(C(F)(F)F)C2C(=O)c2ccccc2)ccc1OC` (configuration not stated) across the screens: 4 | 14 | -10 | 2 | 1 | 15 | -0.7 | -3 | 4
`O=C(NCc1ccco1)/C(=C/c1ccc(Br)cc1)NC(=O)c1ccco1` across the screens: -3 | -4 | -8 | -1 | 0 | -7 | 0.0 | 4 | -1
